Screens deposited in PubChem BioAssay by several laboratories.
DNMT1 inh – human DNMT1 methyltransferase inhibitors, primary screen, biochemical, molecular beacon, fluorescence, HinP1I cleavage, uHTS | DNA (cytosine-5)-methyltransferase 1 (Homo sapiens), P26358 | inhibition (reported as % activation of signal), % at 10 µM | 360,000 tested, 0.83% active | AID 588458, 2011; in the data active = inhibition above about 50%
Rpn11 inh – Rpn11 (PSMD14) deubiquitinase inhibitors, primary screen, biochemical, fluorescence polarization, uHTS; calls only at 20 µM; 360,000 tested, 0.59% active; AID 588493, 2011; 26S proteasome non-ATPase regulatory subunit 14 (Homo sapiens), O00487; human 26S proteasome, Ub4-pepOG fluorescence polarization; 20S core pre-blocked with epoxomicin;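 active = inhibition at 20 µM, scaled to each plate's controls, above about 33%, limit read from the data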
Target sequence (O00487 whole entry, looked up): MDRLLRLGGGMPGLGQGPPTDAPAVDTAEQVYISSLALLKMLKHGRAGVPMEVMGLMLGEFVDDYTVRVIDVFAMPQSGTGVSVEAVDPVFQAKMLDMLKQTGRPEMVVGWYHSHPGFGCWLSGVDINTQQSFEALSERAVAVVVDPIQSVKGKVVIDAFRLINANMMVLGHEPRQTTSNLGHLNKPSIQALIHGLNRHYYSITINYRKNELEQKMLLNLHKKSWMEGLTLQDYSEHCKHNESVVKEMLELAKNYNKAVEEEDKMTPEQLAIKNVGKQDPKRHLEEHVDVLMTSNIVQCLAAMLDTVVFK
Rin1-Abl PPI inh – inhibitors of Rin1-Abl protein binding, primary screen, biochemical, TR-FRET; inhibition, % at 7.35 µM; 360,000 tested, 0.4% active; in the data active = inhibition above about 5%, passing the limit was not always enough
CSN deneddyl inh – inhibitors of CSN-mediated cullin deneddylation, primary screen, biochemical, fluorescence polarization, uHTS. COP9 signalosome complex subunit 5 (Homo sapiens), Q92905. Purified CSN, SCF-Nedd8-OG deneddylation. inhibition, % at 12.5 µM. 360,000 tested, 0.38% active. AID 651999, 2013;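 active = pattern-corrected inhibition above about 35%, with an unprinted fluorescence ratio check between 0.5 and 1.5, limit read from the data, passing the limit was not always enough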;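 note: 0% = enzyme with substrate and 100% = substrate without enzyme; some results filed as inactive read as strong as hits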
Target sequence (Q92905 whole entry, looked up, one chain of several): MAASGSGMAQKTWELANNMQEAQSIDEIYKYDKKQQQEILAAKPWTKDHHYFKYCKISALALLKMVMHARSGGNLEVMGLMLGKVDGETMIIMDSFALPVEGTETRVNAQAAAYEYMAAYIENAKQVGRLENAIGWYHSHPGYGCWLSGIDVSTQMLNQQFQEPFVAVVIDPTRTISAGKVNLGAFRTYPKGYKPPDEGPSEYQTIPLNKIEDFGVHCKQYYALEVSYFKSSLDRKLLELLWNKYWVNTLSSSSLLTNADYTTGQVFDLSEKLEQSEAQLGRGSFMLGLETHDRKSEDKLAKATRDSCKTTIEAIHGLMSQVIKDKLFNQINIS
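Detection – fluorescence polarization · System – HEK293T-derived human Csn5 enzyme · Controls – substrate-only high control, full reaction low control · Timing – 90 min, room temperature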
NadD inh – inhibitors of S. aureus NadD, primary screen, biochemical, colorimetric, uHTS; Nicotinate-nucleotide adenylyltransferase NadD (Staphylococcus aureus N315); purified NadD enzyme, colorimetric absorbance read-out; inhibition, % at 20 µM; 360,000 tested, 0.78% active; AID 602399, 2012; in the data active = inhibition above about 26%; note: some compounds past the cut are filed as inactive
STEP inh – STEP phosphatase inhibitors, primary screen, biochemical, fluorescence intensity, uHTS; Tyrosine-protein phosphatase non-receptor type 5 (Homo sapiens), P54829; recombinant STEP, OMFP fluorogenic substrate; inhibition, % at 20 µM; 360,000 tested, 0.25% active;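 active = inhibition at 20 µM, scaled per plate between control wells, above about 37%, limit read from the data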;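 note: 0% = DMSO with enzyme and substrate and 100% = substrate only without enzyme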
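System: STEP phosphatase, cell-free reaction; Buffer or medium: Bis-Tris pH 6.0 buffer with DTT, detergent; Incubation: 20 min at room temperature, dark; Measured by: fluorescence, 480/540 nm.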
LMPTP inh – LMPTP phosphatase inhibitors, primary screen, biochemical, fluorescence intensity, uHTS; Low molecular weight phosphotyrosine protein phosphatase (Homo sapiens), P24666; recombinant LMPTP-A, OMFP fluorogenic substrate; inhibition, % at 20 µM; 360,000 tested, 0.22% active;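 active = compounds that cut the enzyme signal by at least half of the control window in the single-dose screen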;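 note: plate controls were DMSO wells with enzyme plus substrate for no effect and substrate without enzyme for full effect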
Target sequence (P24666 whole entry, looked up): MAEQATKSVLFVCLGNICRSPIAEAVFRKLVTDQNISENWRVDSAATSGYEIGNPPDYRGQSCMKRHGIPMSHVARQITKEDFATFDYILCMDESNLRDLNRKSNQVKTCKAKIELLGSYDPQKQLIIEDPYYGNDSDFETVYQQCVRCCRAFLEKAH
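Test system: LMPTP-A phosphatase enzyme. Amount: LMPTP-A at 0.625 nM final in the reaction. Reagent: OMFP substrate, 400 µM final. Times: 50 min at room temperature. Signal: endpoint fluorescence intensity from OMFP dephosphorylation. Read-out basis: % inhibition. Benchmarks: no-enzyme and uninhibited controls.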
Neddylation inh – inhibitors of cullin neddylation, primary screen, biochemical, TR-FRET, uHTS, NAE and Ubc12. NEDD8-conjugating enzyme Ubc12 (Homo sapiens) + NEDD8-activating enzyme E1 regulatory …. calls only at 25 µM. 360,000 tested, 0.58% active; in the data active = inhibition above about 36%
Scp-1 inhibitor – Scp-1 phosphatase inhibitors, primary screen, biochemical, colorimetric, uHTS. Carboxy-terminal domain RNA polymerase II polypeptide A small phosphatase 1 (Homo …. Recombinant Scp1, phosphopeptide, malachite green phosphate absorbance. inhibition, % at 20 µM. 340,000 tested, 0.88% active;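 active = inhibition above about 50% at 20 µM, limit read from the data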;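 note: plate controls were DMSO wells with enzyme for no effect and wells lacking enzyme for full effect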
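assay system = SCP-1 phosphatase catalytic domain, residues 76-261 | buffer or medium = 50 mM Tris acetate pH 5.5, 0.005% Tween-20, 10 mM MgCl2 | incubation = enzyme reaction 45 min at room temperature, colour 5 min, stabilisation 30 min | signal = Phosphate-binding colour reagent, absorbance read at 630 nm | measure = % inhibition at 20 µM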
SUMO1-SIM PPI – modulators of SUMO1 protein-protein interactions, primary screen, biochemical, uHTS; SUMO1 binding to a labelled peptide, TR-FRET, 1 h; inhibition, % at 20 µM; 360,000 tested, 0.33% active; AID 602429, 2012; in the data active = inhibition above about 37%
Target sequence (P63165 whole entry, looked up): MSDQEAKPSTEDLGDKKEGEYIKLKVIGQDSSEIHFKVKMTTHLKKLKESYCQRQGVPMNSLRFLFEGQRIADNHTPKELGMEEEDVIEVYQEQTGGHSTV
The depositor's hits bear a star; i = inactive; x = not tested or not shown; + = active, no number.

| SUMO1-SIM PPI | Rpn11 inh | DNMT1 inh | SMILES | Scp-1 inhibitor | Neddylation inh | CSN deneddyl inh | LMPTP inh | NadD inh | Rin1-Abl PPI inh | STEP inh |
| --- | --- | --- | --- | --- | --- | --- | --- | --- | --- | --- |
| -4 | i | -1 | O=C1C2CC=C(Cl)CC2C(=O)N1CNc1ccccn1 (stereo not drawn) | 3 | i | -3 | -0.4 | -2 | 0 | -5 |
| -29 | i | 3 | O=C(COC(=O)C1=COCCO1)Nc1ccc([N+](=O)[O-])cc1C(F)(F)F | -8 | i | 2 | -0.5 | 0 | -1 | 2 |
| 0 | i | 0 | CCOc1ncccc1C(=O)N(C)CC1COc2ccccc2O1 (stereo not drawn) | -6 | i | -2 | 0.4 | 6 | -5 | -3 |
| -3 | i | -3 | COc1ccc(CCC(=O)NCc2cn3ccccc3n2)cc1 | -6 | i | -2 | 2.2 | -3 | -1 | -3 |
| 2 | i | 3 | NC(=S)NNC(=O)c1ccccc1 | -4 | i | -1 | 3.6 | -6 | 1 | -1 |
| -10 | i | -3 | O=C(O)CCCCCN1C(=O)/C(=C\c2ccncc2)SC1=S | 1 | i | 7 | -0.3 | 2 | -3 | 3 |
| 4 | i | -3 | Cc1ccccc1Cn1nnc(C(=O)Nc2ccc3c(c2)OCCO3)c1N | -9 | i | 1 | 0.3 | -11 | 4 | 0 |
| -11 | i | 2 | S=c1[nH]nc(-c2cccnc2)n1/N=C/C=C/c1ccccc1 | 9 | i | 2 | -1.7 | 4 | -4 | 2 |
| -15 | i | -3 | COc1ccc(N=Cc2sc3ccccc3c2Cl)cc1 | -3 | i | 2 | 1.0 | 8 | 1 | 1 |
| 10 | i | 5 | O=S1(=O)CCO[C@H]2Cc3ccccc3[C@H]2N1Cc1ccccc1F | -6 | i | 0 | 0.2 | -3 | -1 | -5 |
| -1 | i | 5 | COc1ccc(C2OCC3(CO2)SC(=O)NC3=O)cc1 (stereo not drawn) | -7 | i | -11 | -2.6 | 5 | -2 | 0 |
| -3 | i | 1 | CSc1nnc(Cc2cc(=O)[nH]c(=O)[nH]2)n1-c1cccc(C)c1 | -4 | i | 2 | -1.3 | -6 | 2 | 0 |

| SUMO1-SIM PPI | Rpn11 inh | DNMT1 inh | SMILES | Scp-1 inhibitor | Neddylation inh | CSN deneddyl inh | LMPTP inh | NadD inh | Rin1-Abl PPI inh | STEP inh |
| --- | --- | --- | --- | --- | --- | --- | --- | --- | --- | --- |
| 9 | i | 4 | COc1ccc(OC)c(NC(=O)COC(=O)/C=C/c2ccccc2Cl)c1 | -13 | i | -7 | 3.6 | -20 | 0 | 1 |
| -1 | i | -8 | COc1cccc(Nc2c3c(nc4c(-c5ccccc5)c(C)nn24)CCC3)c1 | 4 | x | -9 | 3.8 | 0 | -1 | 1 |
| 0 | i | 2 | COc1cccc(NC(=O)Nc2nnc([C@H]3C[C@H](O)[C@@H](CO)O3)s2)c1 | x | i | -1 | -1.1 | -5 | 3 | -4 |
| 3 | i | -1 | COc1ccc2[nH]c3c(c2c1)CCN1C(=O)C(CC(=O)NCCC2=CCCCC2)C[C@H](C(=O)N2CCCCC2)[C@@]31C (stereo partly drawn) | 7 | i | -5 | 0.4 | 4 | -2 | 4 |
| 0 | i | 1 | O=C(NCc1ccco1)C1CCN(S(=O)(=O)Cc2ccccc2)CC1 | -1 | i | 3 | -1.1 | 8 | 0 | 2 |
| 2 | i | 4 | Cc1cc(NC(=O)c2cccc(Cl)c2)n[nH]1 | -6 | i | -1 | -1.0 | 0 | 0 | 0 |
| 0 | x | x | COc1ccc(NC(=O)C2c3ccccc3OCC(=O)N2C2CC2)cc1 (stereo not drawn) | x | i | -2 | -1.3 | 4 | x | x |
| 1 | i | 5 | COCCSc1ccccc1C(=O)Nc1ccc2c(c1)OCCO2 | -9 | i | 2 | -1.6 | -7 | 1 | -4 |
| -8 | i | 5 | Oc1c(C(c2cccs2)N2CCN(c3ccc(F)cc3)CC2)sc2ncnn12 (stereo not drawn) | -1 | i | -3 | -1.5 | -1 | 0 | 0 |
| 0 | i | -1 | CSc1ccc(CCNS(=O)(=O)c2c(C)[nH]c(C)c2C(=O)N2CCCCC2)cc1 | -9 | i | 0 | -0.2 | -5 | 3 | -2 |
| 2 | i | -6 | CSCCC(NC(=O)c1ccco1)C(=O)OCC(=O)N1c2ccccc2NC(=O)C1(C)C (stereo not drawn) | -7 | i | 0 | 0.0 | -2 | 1 | 0 |
| 0 | i | 4 | COc1ccccc1-n1c(SCC(N)=O)nc2sc3c(c2c1=O)CCC3 | 9 | i | -3 | 1.2 | -2 | -3 | 2 |

| SUMO1-SIM PPI | Rpn11 inh | DNMT1 inh | SMILES | Scp-1 inhibitor | Neddylation inh | CSN deneddyl inh | LMPTP inh | NadD inh | Rin1-Abl PPI inh | STEP inh |
| --- | --- | --- | --- | --- | --- | --- | --- | --- | --- | --- |
| -20 | i | -3 | CCN(C(=O)COC(=O)/C=C/c1ccc(C)o1)c1c(N)n(Cc2ccccc2)c(=O)[nH]c1=O | -6 | i | 2 | -0.7 | 6 | -2 | 4 |
| 2 | i | 1 | CCOc1ccc(N2C(=O)CC(Sc3ncccn3)C2=O)cc1 (stereo not drawn) | 1 | i | 2 | -0.7 | 9 | 2 | 2 |
| -7 | i | 1 | CNc1c([N+](=O)[O-])cnn1-c1cccc(Cl)n1 | -2 | i | -5 | -1.5 | -7 | -2 | 3 |
| -1 | i | 1 | O=C(COC(=O)C1=NN(c2ccccc2)C(=O)CC1)NCc1ccccc1Cl | -5 | i | -4 | -0.4 | 1 | 0 | -2 |
| -2 | i | -10 | CC1CCCN(C(=O)c2ccc(COc3ccccc3Br)cc2)C1 (stereo not drawn) | -7 | i | -1 | 3.5 | -1 | 0 | 2 |
| -2 | i | -3 | N#Cc1ccc(Cl)cc1NC(=O)COC(=O)[C@H](CCC(N)=O)NC(=O)c1ccc(F)cc1 | -3 | i | -5 | -0.6 | -2 | -3 | -2 |
| -5 | i | -8 | COCCNc1nc(C)c(C(C)=O)s1 | 10 | i | 2 | -1.4 | -9 | 0 | -1 |
| -9 | i | 0 | Nc1[nH]n2c(=O)c3c(nc2c1N=Nc1ccccc1)CCCC3 | 7 | i | -4 | 3.9 | 16 | -3 | 0 |
| 0 | i | -6 | Cc1ccc(NCCCn2cnc3c(OCc4ccccc4)ncnc32)cc1C | 16 | i | -7 | 0.9 | 1 | -2 | 2 |
| 3 | i | 7 | O=S(=O)(c1ccc(Br)cc1)N1CCn2c(nc3ccccc32)C1 | -12 | i | 1 | -0.1 | -3 | -1 | 3 |
| 5 | i | -4 | COc1ccc2c(OC)cc(-c3ccccc3)nc2c1 | -10 | i | 1 | 1.5 | 1 | -2 | -3 |
| -11 | i | 1 | COC(=O)CCC(=O)Nc1cccc([N+](=O)[O-])c1 | -2 | i | 4 | -0.4 | 7 | 4 | -2 |

| SUMO1-SIM PPI | Rpn11 inh | DNMT1 inh | SMILES | Scp-1 inhibitor | Neddylation inh | CSN deneddyl inh | LMPTP inh | NadD inh | Rin1-Abl PPI inh | STEP inh |
| --- | --- | --- | --- | --- | --- | --- | --- | --- | --- | --- |
| 1 | i | -2 | CC(=O)OCc1c(C)cc(C)c(/C=C(/C#N)C(N)=O)c1C | -2 | i | -3 | -3.3 | -11 | -2 | -1 |
| 2 | i | -39 | CC1(C)CNc2cc(N)ccc2S1 | -5 | i | 19 | 2.5 | 11 | -1 | -7 |
| 0 | i | 11 | Cc1ccc(S(=O)(=O)N2C[C@@H]3[C@H]4CC[C@H](C4)[C@@H]3[C@@H](C)[C@H]2c2ccn(Cc3ccccc3)c2)cc1 | -1 | i | -6 | 2.8 | 0 | -1 | 3 |
| -4 | i | 0 | Cn1nc(OC(=O)Nc2ccc(F)cc2)cc1C(F)(F)F | -3 | i | 4 | 0.4 | 4 | -3 | 2 |
| -6 | i | 1 | O=C(c1ccc(CS(=O)Cc2ccc(Cl)cc2)o1)N1CCN(c2ccccc2)CC1 (stereo not drawn) | -8 | i | 1 | -1.6 | 8 | 6 | 0 |
| -3 | i | -1 | Cc1ccc(S(=O)(=O)Nc2ccc3c(c2)nc(CCN2CCOCC2)n3C)cc1 | -8 | i | -2 | -0.4 | -3 | -2 | 0 |
| 4 | i | 8 | CC(C)n1ncc2c(C(=O)NCCOc3ccccc3F)cc(C3CC3)nc21 | -3 | + | 3 | 1.5 | -6 | 4 | -1 |
| 3 | i | 15 | Cc1cc(C)c(NC(=O)Cn2nnc(C(=O)NCc3cccs3)c2N)c(C)c1 | -3 | i | 7 | -0.7 | -1 | 5 | 2 |
| 6 | i | -6 | O=C(NCc1cccc(F)c1)c1[nH]c(C(F)(F)F)nc1-c1ccccc1 | x | i | 2 | -0.5 | -3 | 1 | -2 |
| -2 | i | 0 | O=C(NC1(C(=O)O)CCCC1)C(Cl)Cl | -8 | i | 0 | -3.6 | 4 | 2 | -1 |

3 structures from above, ordered by length of the SMILES, ascending.
| SUMO1-SIM PPI | Rpn11 inh | DNMT1 inh | SMILES | Scp-1 inhibitor | Neddylation inh | CSN deneddyl inh | LMPTP inh | NadD inh | Rin1-Abl PPI inh | STEP inh |
| --- | --- | --- | --- | --- | --- | --- | --- | --- | --- | --- |
| -2 | i | 0 | O=C(NC1(C(=O)O)CCCC1)C(Cl)Cl | -8 | i | 0 | -3.6 | 4 | 2 | -1 |
| 3 | i | 15 | Cc1cc(C)c(NC(=O)Cn2nnc(C(=O)NCc3cccs3)c2N)c(C)c1 | -3 | i | 7 | -0.7 | -1 | 5 | 2 |
| -6 | i | 1 | O=C(c1ccc(CS(=O)Cc2ccc(Cl)cc2)o1)N1CCN(c2ccccc2)CC1 (stereo not drawn) | -8 | i | 1 | -1.6 | 8 | 6 | 0 |

Profiles as entered above.
Entry for COc1ccc(N=Cc2sc3ccccc3c2Cl)cc1 → SUMO1-SIM PPI = -15; Rpn11 inh = i; DNMT1 inh = -3; Scp-1 inhibitor = -3; Neddylation inh = i; CSN deneddyl inh = 2; LMPTP inh = 1.0; NadD inh = 8; Rin1-Abl PPI inh = 1; STEP inh = 1
Entry for COc1cccc(Nc2c3c(nc4c(-c5ccccc5)c(C)nn24)CCC3)c1 → SUMO1-SIM PPI = -1; Rpn11 inh = i; DNMT1 inh = -8; Scp-1 inhibitor = 4; Neddylation inh = x; CSN deneddyl inh = -9; LMPTP inh = 3.8; NadD inh = 0; Rin1-Abl PPI inh = -1; STEP inh = 1
